BAZ2B block: BAZ2B (human) inhibition | Q9UIF8 | AlphaScreen BAZ2B-H3K14Ac peptide displacement | Potency, µM (series often up to 114 µM), for the others: at the top dose activity change, negative = inhibition, most hits filed as inhibitors | 360,000 compounds, 4.4% hits | AID 504333; also: potency is read from the fitted curve at half-maximal effect; % is scaled to controls: 0 for no effect and ±100 for the full control effect; nearly all actives have a fitted effect of over 60% in size
Target sequence (Q9UIF8 whole entry, looked up): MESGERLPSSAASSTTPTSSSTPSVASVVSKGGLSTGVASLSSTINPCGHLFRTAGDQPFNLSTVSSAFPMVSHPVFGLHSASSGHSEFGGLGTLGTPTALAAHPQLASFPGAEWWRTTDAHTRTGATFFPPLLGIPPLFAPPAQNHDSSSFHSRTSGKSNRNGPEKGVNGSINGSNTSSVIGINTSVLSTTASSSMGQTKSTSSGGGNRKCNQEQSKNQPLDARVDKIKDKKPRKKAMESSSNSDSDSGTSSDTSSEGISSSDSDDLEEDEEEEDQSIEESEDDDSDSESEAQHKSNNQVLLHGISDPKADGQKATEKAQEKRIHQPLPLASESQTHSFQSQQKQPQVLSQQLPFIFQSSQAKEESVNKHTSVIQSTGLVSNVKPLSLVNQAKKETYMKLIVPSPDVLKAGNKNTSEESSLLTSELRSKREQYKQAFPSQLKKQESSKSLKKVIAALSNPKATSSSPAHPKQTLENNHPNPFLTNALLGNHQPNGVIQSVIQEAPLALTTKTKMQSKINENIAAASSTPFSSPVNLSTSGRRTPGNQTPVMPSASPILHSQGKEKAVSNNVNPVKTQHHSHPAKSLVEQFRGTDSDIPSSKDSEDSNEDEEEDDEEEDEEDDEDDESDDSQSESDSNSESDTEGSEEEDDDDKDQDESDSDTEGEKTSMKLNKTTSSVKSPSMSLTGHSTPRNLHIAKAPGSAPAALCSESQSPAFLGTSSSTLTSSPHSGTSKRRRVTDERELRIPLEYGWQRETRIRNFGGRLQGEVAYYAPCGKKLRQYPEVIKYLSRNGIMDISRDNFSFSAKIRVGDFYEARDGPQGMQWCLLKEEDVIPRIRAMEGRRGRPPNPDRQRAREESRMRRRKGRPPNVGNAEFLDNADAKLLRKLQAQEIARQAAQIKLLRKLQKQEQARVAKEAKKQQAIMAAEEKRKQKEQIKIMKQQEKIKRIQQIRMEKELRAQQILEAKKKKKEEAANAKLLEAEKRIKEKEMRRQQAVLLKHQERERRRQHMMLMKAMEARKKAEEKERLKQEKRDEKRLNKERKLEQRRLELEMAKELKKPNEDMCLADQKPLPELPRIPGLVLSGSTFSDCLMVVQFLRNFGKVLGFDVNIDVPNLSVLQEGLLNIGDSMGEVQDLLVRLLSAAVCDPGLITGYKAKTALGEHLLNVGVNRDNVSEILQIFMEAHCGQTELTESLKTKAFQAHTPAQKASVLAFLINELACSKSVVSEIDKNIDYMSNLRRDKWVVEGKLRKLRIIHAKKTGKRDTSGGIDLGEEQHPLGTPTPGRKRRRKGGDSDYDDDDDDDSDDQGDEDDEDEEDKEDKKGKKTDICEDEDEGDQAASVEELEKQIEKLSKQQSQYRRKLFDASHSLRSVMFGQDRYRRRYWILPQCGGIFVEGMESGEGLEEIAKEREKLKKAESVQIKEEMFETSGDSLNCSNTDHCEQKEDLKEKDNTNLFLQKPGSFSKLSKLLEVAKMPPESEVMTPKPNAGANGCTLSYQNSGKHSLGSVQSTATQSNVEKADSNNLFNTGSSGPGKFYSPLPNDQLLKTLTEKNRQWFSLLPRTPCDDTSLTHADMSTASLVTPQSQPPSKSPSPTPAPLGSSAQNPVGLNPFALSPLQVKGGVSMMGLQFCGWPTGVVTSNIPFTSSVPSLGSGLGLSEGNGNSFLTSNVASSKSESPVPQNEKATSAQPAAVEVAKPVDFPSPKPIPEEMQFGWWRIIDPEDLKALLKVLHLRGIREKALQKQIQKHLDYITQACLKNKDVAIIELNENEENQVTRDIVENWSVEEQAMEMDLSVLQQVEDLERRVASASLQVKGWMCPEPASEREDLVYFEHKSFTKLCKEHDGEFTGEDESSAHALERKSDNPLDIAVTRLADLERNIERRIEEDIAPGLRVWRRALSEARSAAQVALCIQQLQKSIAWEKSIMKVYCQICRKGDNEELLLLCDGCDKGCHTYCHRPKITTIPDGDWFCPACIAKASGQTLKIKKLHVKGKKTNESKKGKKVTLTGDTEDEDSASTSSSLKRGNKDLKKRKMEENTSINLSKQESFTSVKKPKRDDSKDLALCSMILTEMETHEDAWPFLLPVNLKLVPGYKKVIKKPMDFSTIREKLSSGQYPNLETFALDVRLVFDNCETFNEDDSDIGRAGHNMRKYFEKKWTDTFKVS
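BAZ2B 50 nM plus b-H3(5-23)K14Ac 50 nM, PBS pH 7.4/0.01% Tween-20, 30 min RT; compound added (max 110 uM), 30 min RT; streptavidin donor/Ni-chelate acceptor beads 10 ug/mL final, 20 min dark; AlphaScreen read.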
GLS inh: inhibitors of human glutaminase (GLS); GLS enzymatic activity, qHTS titration; Potency, µM (top dose mostly 45.5 µM), inactives show at the highest dose activity change, negative = inhibition, actives largely listed as inhibitors; 410,000 compounds, 0.21% hits; O94925; also: potency is read from the fitted curve at half-maximal effect; % is scaled to controls: 0 for no effect and ±100 for the full control effect
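Read-out is an Amplex red fluorescence increase coupled through glutamate oxidase and HRP, measured before and after 30 min room-temperature incubation. hKGA is in 45 mM KH2PO4 (pH 8.2) with 0.02% Tween-20; glutamine added as 1mM solution.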
G9a inh: blocks human histone lysine methyltransferase G9a; Q96KQ7; G9a H3K9 monomethylation, AlphaScreen, 2 h; Potency, µM (titrated, usually from 102 µM), inactives show top-dose activity, negative = inhibition, most hits filed as inhibitors; 350,000 compounds, 8.8% hits; AID 504332; also: potency is read from the fitted curve at half-maximal effect; % is scaled to controls: 0 for no effect and ±100 for the full control effect; nearly all actives have a fitted effect of over 75% in size
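Enzyme 20 nM + cpd, 15 min RT; add b-H3K9 pep 500 nM / SAM 20 uM; 2 h RT; anti-H3K9me1 Ab 0.5 ug/mL + SA donor / anti-rabbit acceptor beads 20 ug/mL each, 10 min; AlphaScreen read.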
JMJD2A Tudor inh: blocks the human JMJD2A Tudor domain; O75164; AlphaScreen JMJD2A-Tudor / H3K4me3 peptide binding; Potency, µM (highest dose often 114 µM), without a hit: at the top dose activity change, negative = inhibition, hits mostly inhibitors; 390,000 compounds, 4.4% hits; AID 504339; also: potency is read from the fitted curve at half-maximal effect; % is scaled to controls: 0 for no effect and ±100 for the full control effect; nearly all actives have a fitted effect of over 50% in size
ERG Ets-DNA blk: inhibitors of human ERG Ets domain-DNA interaction. P11308. fluorescence polarization, His-ERG Ets domain / labelled DNA. Potency, µM (highest dose often 76.9 µM), for the others: top-dose FP activity, negative = inhibition, usual class: inhibitors. 370,000 compounds, 0.028% hits. AID 624246; active = well fitted inhibition curve with a large enough effect in the polarisation, with a control signal flat; inconclusive = small, poorly fitted or top-dose-only effect, or effect the other way, or a change in a side signal; inactive = no such curve, though single readings can be large or run the other way; the % refers to the polarisation;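 also: polarization taken with two DNA probes labelled with fluorescein and Texas red; potency is read from the fitted curve at half-maximal effect; % of control where 0% means no effect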
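His-tagged ERG Ets domain (1 uM in the protein solution; 300mM KCl, 50mM Tris-HCl, 1mM EDTA, 1mM DTT, pH 7.5) received compound, then a probe mix of 5 nM fluorescein-DNA and 100nM Texas-615-DNA. Fluorescence polarization was read for both dyes.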
HP1b binding inh: HP1-beta chromodomain-methylated histone interaction inhibition. P83916. Potency, µM (series often up to 114 µM), inactives show at the highest dose activity change, negative = inhibition, actives largely listed as inhibitors. 390,000 compounds, 0.56% hits. AlphaScreen HP1-beta / biotin-H3K9me3 peptide binding; also: potency is read from the fitted curve at half-maximal effect; nearly all actives have a fitted effect of over 70% in size; inactives centre near 23
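Compound inhibition of the preformed complex between 50 nM HP1-beta and 50 nM biotinylated H3K9me3 peptide was read by AlphaScreen. Buffer was PBS pH 7.4 with 0.01% Tween-20. Incubations ran 30 min at room temperature, with 10 ug/mL donor/acceptor beads.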
RGS4 inhibitor: human RGS4 inhibition; Transcreener GDP fluorescence polarization, RGS4-accelerated GTP hydrolysis; Potency, µM (series often up to 114 µM), for the others: top-dose activity change, negative = inhibition, actives largely listed as inhibitors; 390,000 compounds, 0.039% hits; AID 504845; also: potency is read from the fitted curve at half-maximal effect; % is scaled to controls: 0 for no effect and ±100 for the full control effect; nearly all actives have a fitted effect of over 75% in size; some results filed as inactive show a strong effect at the top dose
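MLSMR compounds (23 nl, pin-transferred) preincubated 10 min at room temperature with a 500nM (2x) first reagent, then RGS4 at 900nM (2x) plus Transcreener GDP mix added; fluorescence polarization (620/688 nm) read before and after 90 min at 30 °C.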
ALOX12 inh: inhibitors of human 12S-lipoxygenase ALOX12 | 580,000 compounds, 1.1% hits | AID 1671190 | P18054 | Potency, µM (highest dose often 108 µM), for the others: at the highest dose activity change, negative = inhibition, usual class: inhibitors | purified 12hLO, xylenol orange hydroperoxide absorbance; also: potency is read from the fitted curve at half-maximal effect; % is scaled to controls: 0 for no effect and ±100 for the full control effect
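Purified human 12hLO (150 nM final) in 25 mM Hepes, 0.01% Triton X-100, pH 7.0 was preincubated 15 min at room temperature with compound. Then 40 uM arachidonic acid was added, 30 min. Hydroperoxide was read by Fe-XO absorbance ratio 573/405 nm.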
PI4K2A inh: inhibitors of human PI4K2A. Q9BTU6. purified PI4K2A, ADP-Glo luminescence, 1 h; stronger effect = lower value. activity change, negative = inhibition, % at 76.9 µM. 420,000 compounds, 0.13% hits. AID 1346378; in the data active = activity change below about -50%; inconclusive = mostly about -30% to -49%;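 also: -100% = wells without enzyme as full effect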
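In this quantitative HTS, ADP production by PI4K2A was quantified luminescently after 1 h at ambient temperature; 100 microM adenosine served as plate-quality control.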
Numbers without * were called inactive; u = inconclusive; x = no result given; [ ] = another dose, or the depositor's remark. Unless noted, calls follow the shape of the dose curve; as a rule, active = well fitted curve in the direction sought with a large enough effect; inconclusive = small, poorly fitted or top-dose-only effect, or another doubt; inactive = no such curve, though single readings can be large; an effect the other way counts as inactive or inconclusive. These rows are one share of the data (hit frequency here may not be typical).

Sample of the layout:
No.	molecule	BAZ2B block	GLS inh	G9a inh	JMJD2A Tudor inh	ERG Ets-DNA blk
1	COCCCNC(=O)c1oc2ccc(S(=O)(=O)N(C)C3CCCCC3)cc2c1C	9%	7%	u	-8%	2%
2	Cc1cccc(N2C(=O)CC(SC(=Nc3ccccc3)Nc3ccccc3)C2=O)c1 (stereo unspecified)	10%	4%	9%[59 µM]	-23%	1%

No.	HP1b binding inh	RGS4 inhibitor	ALOX12 inh	PI4K2A inh
1	24%	20%	0%	-2
2	30%	6%	322%[activator]	2

Results (from the top)
No.	molecule	BAZ2B block	GLS inh	G9a inh	JMJD2A Tudor inh	ERG Ets-DNA blk
1	COCCCNC(=O)c1oc2ccc(S(=O)(=O)N(C)C3CCCCC3)cc2c1C	9%	7%	u	-8%	2%
2	Cc1cccc(N2C(=O)CC(SC(=Nc3ccccc3)Nc3ccccc3)C2=O)c1 (stereo unspecified)	10%	4%	9%[59 µM]	-23%	1%
3	CCOC(=O)c1cccc(NC(=O)CN(c2ccc(C)cc2)S(=O)(=O)c2c(C)noc2C)c1	-19%	8%	u	-15%	-2%
4	O=S1(=O)CC(O)C(Nc2ccc(Cl)cc2)C1 (stereo unspecified)	-2%	28%	-8%[59 µM]	-12%	3%
5	CC(C)C(=O)Nc1ccc(C(=O)c2ccccc2)cc1	4%	4%	4%[59 µM]	-19%	8%
6	CCc1ccc(OCC(O)CN2CCCC2)cc1 (stereo unspecified)	-2%	-13%	-3%	-3%	9%
7	Cc1ccc(C(C#N)c2ccc(Cl)nn2)cc1 (stereo unspecified)	-1%	-3%	2%	-6%	-14%
8	N#CCCN(Cc1cccnc1)C(=S)NC(=O)c1ccco1	u	0%	10µM*	22µM*	-1%
9	Cc1onc(-c2c(Cl)cccc2Cl)c1C(=O)N1CCc2ccccc21	9%	-3%	-27%[12.7 µM]	-14%	4%
10	CC(C)(C)c1ccc(C(=O)Nc2ccc(O)c3c(=O)cc(-c4cccc(Cl)c4)oc23)cc1	-38%	-15%	-2%[59 µM]	u	10%
11	COc1ccc(-c2nc(CSCC(=O)NC3CCN(Cc4ccccc4)CC3)c(C)o2)cc1OC	-22%	-5%	-8%[59 µM]	3%	-2%
12	COc1ccc(NC(=O)n2ncc3c(C)cccc32)cc1OC	-19%	0%	u	-10%	-13%
13	O=C1c2sc3nc4c(c(=O)n3c2C(=O)N1c1ccccc1)CCC4	-25%	15%	u	-14%	8%
14	N#CCCn1cc(/C=N/NC(=O)c2ccncc2)c(-c2ccccc2)n1	5%	8%	7%[59 µM]	-11%	0%
15	CCCOc1ccc(C2C(C(=O)/C=C/c3ccco3)=C(O)C(=O)N2CCN2CCOCC2)cc1OC (stereo unspecified)	x	79%[activator]	45µM*	u	6%

No.	HP1b binding inh	RGS4 inhibitor	ALOX12 inh	PI4K2A inh
1	24%	20%	0%	-2
2	30%	6%	322%[activator]	2
3	22%	-7%	-5%	1
4	16%	14%	-10%	5
5	36%	1%	0%	5
6	38%[activator]	-8%	u	-1
7	13%	-1%	-4%	1
8	12%	-9%	u	5
9	23%	-22%	1%	3
10	35%	7%	3%	-3
11	45%[activator]	26%	-2%	0
12	15%	-22%	0%	-2
13	-17%	u	89%	-1
14	36%	5%	5%	-1
15	3%	-37%	u	-8

From compound 1 to 10, as listed above:
No.	molecule	BAZ2B block	GLS inh	G9a inh	JMJD2A Tudor inh	ERG Ets-DNA blk
1	COCCCNC(=O)c1oc2ccc(S(=O)(=O)N(C)C3CCCCC3)cc2c1C	9%	7%	u	-8%	2%
2	Cc1cccc(N2C(=O)CC(SC(=Nc3ccccc3)Nc3ccccc3)C2=O)c1 (stereo unspecified)	10%	4%	9%[59 µM]	-23%	1%
3	CCOC(=O)c1cccc(NC(=O)CN(c2ccc(C)cc2)S(=O)(=O)c2c(C)noc2C)c1	-19%	8%	u	-15%	-2%
4	O=S1(=O)CC(O)C(Nc2ccc(Cl)cc2)C1 (stereo unspecified)	-2%	28%	-8%[59 µM]	-12%	3%
5	CC(C)C(=O)Nc1ccc(C(=O)c2ccccc2)cc1	4%	4%	4%[59 µM]	-19%	8%
6	CCc1ccc(OCC(O)CN2CCCC2)cc1 (stereo unspecified)	-2%	-13%	-3%	-3%	9%
7	Cc1ccc(C(C#N)c2ccc(Cl)nn2)cc1 (stereo unspecified)	-1%	-3%	2%	-6%	-14%
8	N#CCCN(Cc1cccnc1)C(=S)NC(=O)c1ccco1	u	0%	10µM*	22µM*	-1%
9	Cc1onc(-c2c(Cl)cccc2Cl)c1C(=O)N1CCc2ccccc21	9%	-3%	-27%[12.7 µM]	-14%	4%
10	CC(C)(C)c1ccc(C(=O)Nc2ccc(O)c3c(=O)cc(-c4cccc(Cl)c4)oc23)cc1	-38%	-15%	-2%[59 µM]	u	10%

No.	HP1b binding inh	RGS4 inhibitor	ALOX12 inh	PI4K2A inh
1	24%	20%	0%	-2
2	30%	6%	322%[activator]	2
3	22%	-7%	-5%	1
4	16%	14%	-10%	5
5	36%	1%	0%	5
6	38%[activator]	-8%	u	-1
7	13%	-1%	-4%	1
8	12%	-9%	u	5
9	23%	-22%	1%	3
10	35%	7%	3%	-3

Next part
No.	molecule	BAZ2B block	GLS inh	G9a inh	JMJD2A Tudor inh	ERG Ets-DNA blk
16	CCC(=O)c1c[nH]c(C(=O)NCC2CCCO2)c1 (stereo unspecified)	-3%	17%	15%[59 µM]	-13%	-5%
17	COc1ccccc1NC(=O)c1oc2ccccc2c1NC(=O)COc1ccccc1OC	-1%	-11%	-18%[59 µM]	-9%	-4%
18	Cc1cc(C)c(NS(=O)(=O)c2c(C)noc2C)c(C)c1	-24%	-6%	-7%	-1%	-11%
19	N#Cc1c(Sc2ncc(C(F)(F)F)cc2Cl)nsc1C/C=N\OCc1c(F)cccc1Cl	40µM*	5%	10µM*	u	19%
20	Cc1ccc(-n2cc(C(=O)c3ccc(N4CCN(C)CC4)cc3)nn2)cc1Cl	-33%	-1%	-16%	-15%	-8%
21	COCCNC(=O)c1c(C)cc(C)cc1C	-3%	6%	-50%	-7%	-3%
22	CN(C)C(=O)Cn1c(SCC(=O)N2CCCc3ccccc32)nc2ccccc21	12%	0%	-4%[59 µM]	-17%	x
23	Cc1ccc(S(=O)(=O)N2CCCC2C(=O)NCc2ccccc2Cl)cc1 (stereo unspecified)	21%	-1%	x	-8%	10%
24	O=C(c1cn(CC(=O)N2CCCCC2)c2ccccc12)C1CC1	16%	-7%	-14%[59 µM]	-10%	3%
25	CNC(=S)NNC(=O)c1ccccc1Br	0%	-5%	u	-8%	3%
26	CCSC1=C(C#N)C(c2ccccc2C)CC(=O)N1 (stereo unspecified)	1%	1%	u	-5%	-4%
27	Cc1cccc(N=C2NN=C(c3ccccc3F)CS2)c1C	-28%	-1%	u	-13%	12%

No.	HP1b binding inh	RGS4 inhibitor	ALOX12 inh	PI4K2A inh
16	29%	11%	0%	5
17	41%[activator]	-21%	-7%	4
18	43%[activator]	-1%	19%	5
19	-23%	-12%	161%[activator]	-20
20	37%	-19%	-3%	3
21	34%	3%	-1%	1
22	26%	6%	15%	0
23	50%[activator]	-6%	10%	-8
24	35%	-36%	0%	3
25	21%	9%	-1%	7
26	42%[activator]	-9%	3%	6
27	24%	9%	-8%	-8
